Hep lipid drop: inhibitors of hepatocyte lipid droplet formation, primary screen, imaging, high-throughput imaging, BODIPY stain; AML12 mouse hepatocytes, oleate lipid droplets; inhibition, % at 6.5 µM; actives 0.4% (n = 240,000);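 active = lipid droplet intensity inhibited by at least 50%, with more than 500 cells counted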
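Material – AML12 mouse liver cells · Also added – oleate loading, 100 µM · Compound dosing – 6.5 µM single-point dosing · Times – overnight treatment with compound plus oleate · Measured by – fluorescence imaging, 20x objective, two fields per well · Read-out – percent inhibition of filter-corrected integrated lipid droplet intensity per well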
Hep lipid drop cells 6.5 µM: recorded beside Hep lipid drop, whose call it bears; cell count; measured here: cell count, cytotoxicity flag;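 cells counted across two imaged fields per well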
Active calls of the source: *. A portion of the library; count on the stated rates, not on these rows.

entry	Molecule	Hep lipid drop	Hep lipid drop cells 6.5 µM
1	O=C(CC1C(=O)NCCN1Cc1ccccc1)NCCC1=CCCCC1 (stereo not given)	-10	759
2	CC1CCCN(CCCNC(=O)C2CCN(S(=O)(=O)N3CCC4(CC3)OCCO4)CC2)C1 (stereo not given)	3	736
3	COc1ccc(CNC(=O)CSc2nnc3c(n2)[nH]c2ccc(OC)cc23)cc1	1	812
4	O=C(CSc1nnnn1-c1cccnc1)Nc1ccc(F)cc1F	0	810
5	O=C(O)CCC(=O)Nc1sc2c(c1C(=O)NCc1ccccc1)CCCC2	0	802
6	CC1CC(C)CN(C(=O)c2nn(C)c3c2CS(=O)(=O)c2ccccc2-3)C1 (stereo not given)	-7	738
7	COc1cc(C(=O)OCC(=O)NC(C)CCc2ccccc2)cc(OC)c1OC (stereo not given)	0	852
8	O=C(COc1ccc(Br)cc1)NNC(=S)NCc1ccccc1	-3	807
9	c1ccc2[nH]c(CCCCc3nc4ccccc4[nH]3)nc2c1	-2	802
10	COc1cc2nc(C3CCC3)n(N)c(=O)c2cc1OC	-7	801
11	COc1ccccc1NC(=O)CN1CCCCCC1	-1	718
12	COc1cc(CCC(=O)Nc2nnc(C)s2)cc(OC)c1OC	-4	622
13	CCn1nc(NS(=O)(=O)c2ccc([N+](=O)[O-])cc2)c2cc3cc(C)ccc3nc21	-8	655
14	O=C(NCCN1CCOCC1)c1cc2ccccc2oc1=O	-2	798
15	COc1cccc(C(=O)NCCNC(=O)c2ccco2)c1	-2	830
16	CCCc1cc(=O)oc2c(C)c(OC(C)C(=O)NCCN3CCOCC3)ccc12 (stereo not given)	13	669
17	CCCCC(O)(c1ccc(CC)cc1)C(CN1CCOCC1)c1ccccc1 (stereo not given)	24	817
18	NC(=O)NC(CC(=O)N1CCc2ccccc2C1)c1ccc(Cl)cc1 (stereo not given)	-12	713
19	O=C(O)Cc1ccc(NC(=O)Nc2cccc3ccccc23)cc1	-2	800
20	O=C(Nc1ccc(Br)cc1)c1cc(-c2ccc3c(c2)OCO3)on1	7	776
21	COc1cccc(N(C(=O)CNC(=O)c2ccco2)C(C(=O)NC2CCCC2)c2cccnc2)c1 (stereo not given)	-3	773
22	CC(NC(=O)c1ccccc1NS(=O)(=O)c1ccc(CCC(=O)O)cc1)c1ccccc1 (stereo not given)	0	875
23	CCCNC(=O)N1CCC(Cc2ccccc2)CC1	-6	845
24	CCc1cc(=O)oc2cc(C)cc(OCC(=O)NCCCn3ccnc3)c12	-11	768
25	CCOc1ccccc1N1CCN(C(=S)Nc2ccc(S(=O)(=O)Nc3ncccn3)cc2)CC1	-8	489

The list continues:
entry	Molecule	Hep lipid drop	Hep lipid drop cells 6.5 µM
26	O=C1CCC(C(=O)N2CCCCO2)CN1Cc1cccc(C(F)(F)F)c1 (stereo not given)	4	669
27	COc1ccc(NC(=O)c2coc(C)c2)cc1	-3	823
28	COCCn1c(N)c(N(Cc2ccccc2)C(=O)C2=COCCO2)c(=O)[nH]c1=O	15	876
29	Cc1ccc(CNC(=O)c2ccc(CNS(=O)(=O)c3ccc4c(c3)C(C)(C)C(=O)N4C)cc2)o1	5	752
30	COC(=O)c1ccc(COc2ccc(/C=C/C(=O)c3ccc(OC)c(CSCC(=O)O)c3)cc2OC)cc1	-2	891
31	CCOCCCN(C)C1CCN(C(=O)c2oc3ccccc3c2NC(=O)c2ccc(F)cc2)CC1	-3	713
32	CCOc1ccc(CNC(=O)CS(=O)(=O)Cc2nc(-c3ccc(OC)cc3)oc2C)cc1	-1	745
33	Cc1ccc(S(=O)(=O)Oc2ccc(/C=N/NC(=O)c3ccncc3)cc2)cc1	-3	819
34	O=C(NC(=S)NC1CCSC1=O)c1cccc([N+](=O)[O-])c1 (stereo not given)	15	652
35	COCCn1cnc2c1c(=O)n(Cc1ccc(Br)cc1)c(=O)n2Cc1ccccc1	-11	836
36	CCc1c(C)sc(NC(=O)CN2CCN(C(=O)c3ccco3)CC2)c1C(=O)OC	-18	658
37	CC(C)N(C)Cc1nnnn1CC(=O)N(C)Cc1cccc(Cl)c1	-2	846
38	CCOc1ccc(NC(=O)CN(C)C(=O)c2ccncc2)cc1OCC	2	664
39	CCC(C)NC(=O)c1ccc(NC(=O)C2=C(C)OCCS2)cc1 (stereo not given)	1	794
40	Cc1ccc(C(=O)N2CCCCC2)cc1S(=O)(=O)N1CCCCCC1	-5	635
41	O=S(=O)(/N=C(/Nc1cccc2ccccc12)c1ccccc1)c1ccc(F)cc1	-4	686
42	O=C1COc2ccc(S(=O)(=O)NCCc3ccc(Cl)cc3)cc2N1	-8	787
43	Cc1cc2oc(=O)cc(CN3CCC(C)CC3)c2cc1C	-5	765
44	Cc1ccc(C)c(N2CCN(C(=O)c3nn(C)c4c3CS(=O)(=O)c3ccccc3-4)CC2)c1	23	730
45	Cc1ccc(C)c(NC(=O)CCc2nnc3ccc(N4CCCCC4)nn23)c1	0	761
46	O=C1c2ccccc2S(=O)(=O)N1Cc1c(F)cccc1Cl	-9	793
47	CC1CCN(S(=O)(=O)c2ccc(NC(=O)CN3CCCCCC3)cc2)CC1	-8	786
48	CCC(=O)Nc1nnc(/C=C/c2ccccc2)s1	-3	847
49	COc1ccc2cc(C3(C)NC(=O)N(CC(=O)NCC(F)(F)F)C3=O)ccc2c1 (stereo not given)	12	856
50	Cc1cccn2c(=O)c3cc(C(=O)NCCN4CCOCC4)n(C)c3nc12	5	669

Continued.
entry	Molecule	Hep lipid drop	Hep lipid drop cells 6.5 µM
51	CCC1C(=O)NCCN1C(=O)CCc1nnc(CCc2ccc(OC)cc2)o1 (stereo not given)	10	823
52	CCOC(=O)N1CCN(C(=O)CCN2C(=O)/C(=C\c3ccccc3OC)SC2=S)CC1	-11	750
53	O=C(Nc1ccc(Cl)cc1)c1cc(-c2cccs2)on1	8	773
54	Cc1csc2nc(CN3CCN(CC(=O)N(C)C)CC3)cc(=O)n12	14	837
55	CC(=O)NC1c2ccccc2C(=O)N1Cc1ccccc1 (stereo not given)	0	837
56	COc1cc(C(=O)NCC2(c3ccccc3)CCCC2)cc(OC)c1OC	-23	827
57	COc1ccc(C)cc1NC(=O)CN1C(=O)COc2ccc(S(=O)(=O)N3CCCCC3)cc21	-5	659
58	O=C1N(CCCl)c2ccc(Br)cc2C12OCCO2	12	825
59	COc1cc(CN2CCC(n3nccc3NC(=O)C3CC3)CC2)cc(OC)c1	2	857
60	COC(=O)c1cc(NC(=O)CC2CCCC2)cc(C(=O)OC)c1	-5	776
61	COc1ccc(OCCn2cnc3ccccc32)cc1	2	860
62	COCCNC(=O)C(=O)NCC(c1ccc2c(c1)OCO2)N1CCN(c2ccc(F)cc2)CC1 (stereo not given)	-8	747
63	CC(=O)Nc1ccc(N2C(=O)CC(Sc3nccc(C)n3)C2=O)cc1 (stereo not given)	11	793
64	O=C(Cn1ncc2c([nH]c3ccccc32)c1=O)N1CCN(c2ccccc2F)CC1	1	709
65	CC(c1ccco1)N(C(=O)c1cc(Cl)cc(Cl)c1)c1ccccn1 (stereo not given)	1	814
66	COc1ccc(C(=O)Nc2ccnn2C2CCN(Cc3ccncc3)CC2)cc1	17	831

Quoted from above, compounds 44 to 63
entry	Molecule	Hep lipid drop	Hep lipid drop cells 6.5 µM
44	Cc1ccc(C)c(N2CCN(C(=O)c3nn(C)c4c3CS(=O)(=O)c3ccccc3-4)CC2)c1	23	730
45	Cc1ccc(C)c(NC(=O)CCc2nnc3ccc(N4CCCCC4)nn23)c1	0	761
46	O=C1c2ccccc2S(=O)(=O)N1Cc1c(F)cccc1Cl	-9	793
47	CC1CCN(S(=O)(=O)c2ccc(NC(=O)CN3CCCCCC3)cc2)CC1	-8	786
48	CCC(=O)Nc1nnc(/C=C/c2ccccc2)s1	-3	847
49	COc1ccc2cc(C3(C)NC(=O)N(CC(=O)NCC(F)(F)F)C3=O)ccc2c1 (stereo not given)	12	856
50	Cc1cccn2c(=O)c3cc(C(=O)NCCN4CCOCC4)n(C)c3nc12	5	669
51	CCC1C(=O)NCCN1C(=O)CCc1nnc(CCc2ccc(OC)cc2)o1 (stereo not given)	10	823
52	CCOC(=O)N1CCN(C(=O)CCN2C(=O)/C(=C\c3ccccc3OC)SC2=S)CC1	-11	750
53	O=C(Nc1ccc(Cl)cc1)c1cc(-c2cccs2)on1	8	773
54	Cc1csc2nc(CN3CCN(CC(=O)N(C)C)CC3)cc(=O)n12	14	837
55	CC(=O)NC1c2ccccc2C(=O)N1Cc1ccccc1 (stereo not given)	0	837
56	COc1cc(C(=O)NCC2(c3ccccc3)CCCC2)cc(OC)c1OC	-23	827
57	COc1ccc(C)cc1NC(=O)CN1C(=O)COc2ccc(S(=O)(=O)N3CCCCC3)cc21	-5	659
58	O=C1N(CCCl)c2ccc(Br)cc2C12OCCO2	12	825
59	COc1cc(CN2CCC(n3nccc3NC(=O)C3CC3)CC2)cc(OC)c1	2	857
60	COC(=O)c1cc(NC(=O)CC2CCCC2)cc(C(=O)OC)c1	-5	776
61	COc1ccc(OCCn2cnc3ccccc32)cc1	2	860
62	COCCNC(=O)C(=O)NCC(c1ccc2c(c1)OCO2)N1CCN(c2ccc(F)cc2)CC1 (stereo not given)	-8	747
63	CC(=O)Nc1ccc(N2C(=O)CC(Sc3nccc(C)n3)C2=O)cc1 (stereo not given)	11	793

Profiles from above:
Entry for COc1ccc(C)cc1NC(=O)CN1C(=O)COc2ccc(S(=O)(=O)N3CCCCC3)cc21 → Hep lipid drop: -5; Hep lipid drop cells 6.5 µM: 659
Entry for O=C1N(CCCl)c2ccc(Br)cc2C12OCCO2 → Hep lipid drop: 12; Hep lipid drop cells 6.5 µM: 825
